KDM5B inhibitor – Primary screen for KDM5B Histone Demethylases FDH-coupled qHTS; Lysine-specific demethylase 5B (Homo sapiens), Q9UGL1; KDM5B demethylase, FDH-coupled NADH fluorescence (FDH is formaldehyde dehydrogenase); Potency, µM (doses to about 57.7 µM), inactives show at the highest dose activity change, negative = inhibition, actives largely listed as inhibitors; 220,000 tested, 2.6% active; AID 1347165, 2019; active means well fitted inhibition curve with a large enough effect; inconclusive means small, poorly fitted or top-dose-only effect; inactive means no such curve, though single readings can be large or run the other way; further: 0% is about no effect; nearly all actives have a fitted effect of over 70% in size
Target sequence (Q9UGL1 whole entry, looked up): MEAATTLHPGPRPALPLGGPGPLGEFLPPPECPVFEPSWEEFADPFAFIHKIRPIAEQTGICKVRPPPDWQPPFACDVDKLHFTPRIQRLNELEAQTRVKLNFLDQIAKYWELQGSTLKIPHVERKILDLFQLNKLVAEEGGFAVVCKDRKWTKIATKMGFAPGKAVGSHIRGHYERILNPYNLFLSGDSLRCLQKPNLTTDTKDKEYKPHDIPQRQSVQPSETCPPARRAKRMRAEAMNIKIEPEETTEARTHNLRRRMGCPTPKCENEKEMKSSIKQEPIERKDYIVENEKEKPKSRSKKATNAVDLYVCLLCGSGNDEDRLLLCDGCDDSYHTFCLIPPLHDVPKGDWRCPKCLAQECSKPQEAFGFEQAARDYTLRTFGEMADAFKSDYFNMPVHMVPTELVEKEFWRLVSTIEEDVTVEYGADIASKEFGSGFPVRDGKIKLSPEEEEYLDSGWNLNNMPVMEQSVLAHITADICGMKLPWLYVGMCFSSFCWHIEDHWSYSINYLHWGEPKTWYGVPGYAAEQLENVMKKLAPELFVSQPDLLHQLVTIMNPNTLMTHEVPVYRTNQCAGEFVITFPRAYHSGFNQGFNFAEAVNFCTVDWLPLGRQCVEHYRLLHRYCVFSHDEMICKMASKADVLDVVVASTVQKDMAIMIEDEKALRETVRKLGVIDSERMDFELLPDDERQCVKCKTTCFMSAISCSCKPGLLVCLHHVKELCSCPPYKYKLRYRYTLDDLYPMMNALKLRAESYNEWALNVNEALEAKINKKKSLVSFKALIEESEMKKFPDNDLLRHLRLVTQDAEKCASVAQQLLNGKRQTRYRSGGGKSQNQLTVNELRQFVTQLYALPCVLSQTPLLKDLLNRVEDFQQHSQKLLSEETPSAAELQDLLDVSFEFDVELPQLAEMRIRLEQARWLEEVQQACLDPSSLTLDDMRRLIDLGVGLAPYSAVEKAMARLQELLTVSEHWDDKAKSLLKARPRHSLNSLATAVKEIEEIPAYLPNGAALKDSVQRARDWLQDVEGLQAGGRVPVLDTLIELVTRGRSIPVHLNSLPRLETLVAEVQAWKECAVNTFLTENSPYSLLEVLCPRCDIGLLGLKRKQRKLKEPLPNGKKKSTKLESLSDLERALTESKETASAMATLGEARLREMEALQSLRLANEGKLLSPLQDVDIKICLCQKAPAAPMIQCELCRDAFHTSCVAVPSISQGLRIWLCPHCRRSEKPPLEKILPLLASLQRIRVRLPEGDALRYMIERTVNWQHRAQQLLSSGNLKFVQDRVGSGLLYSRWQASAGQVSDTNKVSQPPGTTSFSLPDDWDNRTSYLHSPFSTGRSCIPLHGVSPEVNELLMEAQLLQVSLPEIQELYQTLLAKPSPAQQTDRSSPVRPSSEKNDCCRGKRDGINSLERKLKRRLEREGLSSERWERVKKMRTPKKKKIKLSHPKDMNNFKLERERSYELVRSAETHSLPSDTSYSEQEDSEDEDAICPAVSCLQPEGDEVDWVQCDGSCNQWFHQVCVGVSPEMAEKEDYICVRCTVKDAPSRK
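Compound dilutions met 200 nM (final) KDM5BΔAP for 10 min at room temperature before substrate addition. The substrate mix held 12.5 µM H3K4me3 with cofactors 25 µM α-ketoglutarate and 50 µM Fe²⁺. NADH signal gain over 30 min defined activity.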
* = called active by the depositor; i = inactive; ? = inconclusive; [ ] = remark or other dose. Potency means the concentration at half of the fitted maximal effect.

Start of the data: the first two entries, ahead of the listing:
SMILES	KDM5B inhibitor
O=C(Cn1cc(S(=O)(=O)Cc2cccc(F)c2)c2ccccc21)N1CCOCC1	?
CCN(CC)C(=O)CCc1c(C)nn(-c2ccc(F)cc2)c1Oc1cccc(F)c1	?

The listing, repeating the preview:
SMILES	KDM5B inhibitor
O=C(Cn1cc(S(=O)(=O)Cc2cccc(F)c2)c2ccccc21)N1CCOCC1	?
CCN(CC)C(=O)CCc1c(C)nn(-c2ccc(F)cc2)c1Oc1cccc(F)c1	?
Cn1nnnc1SCc1nc2scc(-c3ccccc3)c2c(=O)[nH]1	16.8%
CSc1ccc(CNC(=O)CN=C2NS(=O)(=O)C(c3ccc(C)c(C)c3)=C2C)cc1	-13.4%
CN(C)[C@@H]1CN(C(=O)c2cccc(C(F)(F)F)c2)C[C@H]1CO	4.0%
Cc1ccc(-n2nc3n(c2=O)CCN(C(=O)C2CC2)C3)cc1	1.0%[86.2 µM]
CC(C)CN1C(=O)c2cccn2CC1C(=O)NC1CCCCCC1 (stereo not drawn)	-18.2%
CN1CCN(CC(=O)NC23CC4CC(CC(C4)C2)C3)CC1	-17.5%
Cc1cc(C)c(NC(=O)COCc2cc(-c3cccs3)on2)c(C)c1	0.4%
COc1ccc(-n2c(=O)c3c4c(sc3n(Cc3ccccc3C)c2=O)CCCC4)c(OC)c1	?
Cc1noc(-c2ccn3c(CNC(=O)Cc4ccc(OC(F)(F)F)cc4)nnc3c2)n1	?
COc1cc2c(cc1OC)CN(c1cc(C3CC(O)C3)ncn1)CC2 (stereo not drawn)	?
CC(=O)c1c(C)[nH]c(C(=O)C(C)Oc2ccc3c(C)cc(=O)oc3c2)c1C (stereo not drawn)	18.5%
CCc1ccc(CN2CCC(CNC(=O)c3occc3C)CC2)nc1	15.1%
O=C(CCC(=O)N1CCOCC1)NCCc1ccc(Cl)cc1Cl	10.9%
Cc1nnc(N2C(=O)c3oc4ccccc4c(=O)c3C2c2ccc(C(C)(C)C)cc2)s1 (stereo not drawn)	-20.1%[11.5 µM]
CCN(C(=O)C(C)Cl)C1CCCCC1 (stereo not drawn)	1.0%
NC(=O)COc1ncnc2c(Cl)cc(Cl)cc12	-5.7%
CN1c2cc(C(=O)NCc3ccccc3)ccc2C(=O)N2CCCCCC21 (stereo not drawn)	?
CNC(=O)[C@@H]1CN(C(=O)c2ncoc2-c2cccc(C)c2)C[C@H]1CO	-2.3%
O=C(CSc1nc(=O)[nH]c2c1CCCC2)NCc1ccccc1Cl	5.8%
COc1ccc(-c2ccc(CCC(=O)O)n2CC(=O)Nc2cccc(Cl)c2C)cc1	?
CCOCCCNc1ncnc2c1nc1n2CCCC1	21.9%
O=C(Nc1ccc(F)cc1)N[C@H]1[C@H](O)[C@@H](N2CCC(Cc3ccccc3)CC2)[C@@H]2OC[C@H]1O2	-11.5%
COc1ccc(CCNC(=O)c2sc(NCC(C)C)nc2C)cc1	10.4%
New compounds follow:
SMILES	KDM5B inhibitor
CCOC(=O)c1sc2nc(C)nc(NCc3ccc(F)cc3)c2c1C	?
O=C(CC1CCN(S(=O)(=O)c2ccc(F)cc2F)C1)NCc1ccccc1 (stereo not drawn)	-14.0%
CC(C)NC(=O)c1nc(-c2cccc(C(F)(F)F)c2)c2ccccn12	?
CC(C)Nc1ncc(C(=O)NC2CCCN(CCc3ccccc3)C2)cn1 (stereo not drawn)	25.1µM*
COc1ccc(-c2nc(C3CC3)nc3c2CCN([S+](=O)([O-])c2cccs2)CC3)cc1	3.3%[115 µM]
CC(=O)Nc1ccc(NC(=O)C2CC(=O)Nc3ncnn32)cc1 (stereo not drawn)	14.9%
COc1cccc(S(=O)(=O)N2CCCC(CO)CCNC(=O)CC2)c1 (stereo not drawn)	18.0%
O=C(NCCCN1CCCC1=O)c1ccc(-c2ccc(N3CCSCC3)nc2)cc1	i
CC(C)NC(=O)NC(=O)CSc1nc(-c2ccco2)nc2ccccc12	-18.9%
N[S+](=O)([O-])c1ccc(C(=O)N2CC(c3ncc4c(-c5ccccc5)nccn34)C2)cc1	?
CCn1ncc(C(=O)N2C[C@@H](CO)[C@H](c3nc(C4CC4)no3)C2)c1C	8.0%
CCc1ccc(OCC(=O)Nc2cc(-c3ccc(C)cc3)no2)cc1	-7.6%
NC(=O)c1ccc(NC(=O)c2cn(Cc3ccccc3)nc2-c2ccc(Cl)cc2)cc1	-24.9%
Cc1occc1-c1nc(-c2ccc(Cl)cc2)no1	21.1%
COc1ccc(-c2nc(N3CCOCC3)cc3c2CN(Cc2cnn(C)c2)C3=O)cc1OC	i
CCC(C)n1c(=N)c(S(=O)(=O)c2ccc(C)cc2)cc2c(=O)n3cc(C)ccc3nc21 (stereo not drawn)	?
CC(=O)c1ccc(N2CCN(S(=O)(=O)c3ccc(-c4cc(C(F)(F)F)on4)s3)CC2)cc1	-4.8%
CCc1ccc(CNC(=O)c2ccc3c(c2)N(CC)C2CCCCN2C3=O)cc1 (stereo not drawn)	?
NC(N)=NS(=O)(=O)c1ccc(NC(=S)NC(=O)c2ccccc2)cc1	20.7%
CN(C(=O)CSc1nc(CN2CCOCC2)nc2ccccc12)C1CCS(=O)(=O)C1 (stereo not drawn)	-2.7%
Cc1ccccc1-c1ccc2ccccc2n1	4.9%
O=C(O)CC1CCOCC1	-26.9%
O=C(COc1ccc2c(=O)c(-c3ccccc3Cl)coc2c1)Nc1ccccc1Cl	14.1%
CC1(C)c2[nH]c3ccccc3c2C[C@H]2C(=O)N(N)CC(=O)N21	33.2%
O=C(NCC(=O)N1CCCC1)c1n[nH]c(=O)c2ccccc12	27.5%

Grouped by structure, the compounds so far containing a furan ring, fused or not.
SMILES	KDM5B inhibitor
CCc1ccc(CN2CCC(CNC(=O)c3occc3C)CC2)nc1	15.1%
CC(C)NC(=O)NC(=O)CSc1nc(-c2ccco2)nc2ccccc12	-18.9%
Cc1occc1-c1nc(-c2ccc(Cl)cc2)no1	21.1%

The list goes on:
SMILES	KDM5B inhibitor
CC/C=C(/C)C(=O)NCc1sccc1C	27.0%
CCN(CC)S(=O)(=O)c1ccc(N/N=C(\C)c2ccncc2)nc1	-4.6%
CC(CCN1CCC(C(O)(c2ccccc2)c2ccccc2)CC1)Oc1ccc(OC(F)(F)F)cc1 (stereo not drawn)	-9.1%
N#Cc1ccc(CN2CC3(Cc4ccccc4NC3=O)C2)cc1	16.8%[149 µM]
Cn1cnnc1Sc1nc2c(c(=O)n(C)c(=O)n2C)n1Cc1ccc(F)cc1	12.8%
CCN(Cc1ccccc1)C(=O)c1cc2cc(OC)ccc2oc1=O	?
CCc1cccc(C)c1NC(=O)c1cnc2ccccc2n1	-3.1%
Cc1ccc(-c2ncc(C(=O)NCc3ccccc3Cl)c(-c3ccncc3)n2)cc1	23.3%
COc1cccc(-c2ccc3nnc(SCC(=O)N4CCCc5ccccc54)n3n2)c1	-26.2%
O[C@@H]1CC(CNCC2CCCC2)(COc2cccnc2)C[C@@H]1O (stereo partly drawn)	-22.7%[86.2 µM]
Cc1ccc(-c2cc(N3CCC(CNC(=O)c4ccc(N(C)C)cc4)CC3)n[nH]2)cc1	?
COc1ccc(OC)c(NC(=O)Cn2ccc3c(Cl)cccc32)c1	-13.3%
C/C(=N\NC(=O)C(C)C)c1ccccc1	-1.3%
O=C(Nc1ccc(Oc2cccc(C(F)(F)F)c2)nc1)c1cccs1	73.7%[activator]
Cc1noc(C)c1S(=O)(=O)NCC(=O)N1CCCCCNC(=O)CC1c1ccccc1 (stereo not drawn)	-28.1%
C1=C(c2nc(-c3ccc(N4CCOCC4)cc3)cc3c2ccn3Cc2cccnc2)CCOC1	28.2µM*
CCOC(=O)CNC(=O)c1cc2c(=O)oc3ccccc3c2s1	-18.6%
COc1cc(Nc2cccc[n+]2C)cc(OC)c1OC	-6.3%
CC1(C)[C@H](Cc2cc(COc3ccccc3)on2)C[C@@H]1NC(=O)Cc1ccccc1	-6.8%[86.2 µM]
CSc1cccc(NC(=O)CC(C)(C(=O)O)c2ccccc2)c1 (stereo not drawn)	24.0%
COc1ccccc1CNC(=O)Cn1c(=O)nc(-c2ccccc2F)c2cc(Cl)ccc21	1.7%
O=C1Nc2ccccc2CC12CCN2Cc1ccccc1C(F)(F)F (stereo not drawn)	-16.6%[86.2 µM]
C=CCNc1nc(C(=O)OC(C)C(=O)Nc2ccc(NC(C)=O)cc2)cs1 (stereo not drawn)	-6.5%
CCCNC(=O)C1CCC(Cn2c(=O)c3sccc3n(CC(=O)NCc3cccc(OC)c3OC)c2=O)CC1 (stereo not drawn)	-23.6%
CC(C)NC(=O)CCn1nc(-c2ccc(Cl)cc2)c2ccccc2c1=O	-7.9%
(next part)
SMILES	KDM5B inhibitor
Cc1ccc(-c2csc(NC(=O)CN3CCOCC3)n2)cc1	-0.5%
Cc1nn(C)c2c1c(C(F)(F)F)cc(=O)n2CC(=O)NCc1ccccc1Cl	-25.1%
COCCN1CCC2(C1)CN(C)c1ccc(C(=O)Nc3ccccc3)cc12 (stereo not drawn)	25.1µM*
COc1ccc(NC(=O)C2CCCN(S(=O)(=O)c3c(C)[nH]c(=O)[nH]c3=O)C2)cc1OC (stereo not drawn)	6.3%
O=C(Nc1cn[nH]c1)c1cc[n+]([O-])cc1	16.6%
O=C(Cn1nc2c(cc1=O)CCCCC2)N1CCSCC1	-18.4%
COc1ccc(-c2cc(N3CCCC(NC(=O)c4ccc(Br)o4)C3)n[nH]2)cc1 (stereo not drawn)	-26.8%
CCN(C(=O)C1CCC(=O)N(CCc2ccc(Cl)cc2)C1)C(C)C (stereo not drawn)	-4.1%
O=C(CCCOc1ccccc1)N1CCCC2(CCC(=O)N(CC3CC3)C2)C1 (stereo not drawn)	5.1%
CCc1ccc(Sc2cc(C(=O)NCc3ccccc3OC)c3ccccc3n2)cc1	?
O=C(CNC(=O)c1ccc(Cl)cc1)c1ccc(Cl)cc1	30.3%
CN(C)CCCn1ccc2c(cnc3c(-c4ccc(Cl)cc4)cnn32)c1=O	-22.9%
CCC(C)NC(=O)CSc1nc2ccccc2o1 (stereo not drawn)	0.9%
CC(c1ccc(-c2ccc(=O)n(C)n2)cc1)N1CCCCC1 (stereo not drawn)	-24.0%
COc1cc(NC(=O)C2(n3cnnn3)CCCCC2)cc(OC)c1	-7.2%
CC(=O)N1CCC(N[C@H]2C[C@@H](Cc3cc(CCO)on3)C2(C)C)CC1	20.6%[86.2 µM]
CCCOc1ccc(C(=O)O)cc1	-5.7%
CCOc1ccc(NC(=O)Cn2cc(C(=O)c3ccc(CC)cc3)c(=O)c3cc(C)ccc32)cc1	2.1%
COc1ccc(-c2nc3ccc(C(=O)NCc4ccccc4)cc3nc2-c2ccc(OC)cc2)cc1	?
N#Cc1ccc(CN2CCC[C@H]2c2nc(-c3ccc(F)cn3)no2)cc1	8.5%[86.2 µM]
Cc1ccc(NC(=O)CN2C(=O)C3(SCC(=O)N3c3cccc(Cl)c3)c3ccccc32)cc1C (stereo not drawn)	-11.4%
Cc1cccc(NC(=O)Cn2ccn3nc(-c4ccccc4)c(CO)c3c2=O)c1C	?
COc1cccc(-c2ccc(C#N)c(SCC(=O)Nc3ccc(C(C)=O)cc3)n2)c1	?
COc1ccc(C[C@H](NC(=O)C2=C[C@@H](NC(=O)c3ccccc3Br)[C@@H](O)[C@H](O)C2)C(N)=O)cc1	27.1%
N#CCCCn1c(O)c(N=NC(=O)C(O)c2ccccc2)c2ccccc21 (stereo not drawn)	4.0%

A draw from above in order of molecular weight, high to low.
SMILES	KDM5B inhibitor
Cc1occc1-c1nc(-c2ccc(Cl)cc2)no1	21.1%
CCN(C(=O)C(C)Cl)C1CCCCC1 (stereo not drawn)	1.0%
C/C(=N\NC(=O)C(C)C)c1ccccc1	-1.3%

New compounds follow
SMILES	KDM5B inhibitor
Clc1ccc(-c2nnc3n2CCN(Cc2ccccc2)C3)cc1	-3.3%[149 µM]
Cc1nc(SCc2ccccc2)[nH]c(=O)c1CCC(=O)N1CCN(C(=O)C2CC2)CC1	2.5%
CCN(CC(=O)NC(C)(C)C)c1nc(-c2cccs2)nc2ccccc12	-21.2%
Cc1ccc(OCCSc2nnc(COc3ccccc3Cl)n2C)cc1	-15.2%
CCN(Cc1noc(C2CCC2)n1)C(=O)c1cc(C(C)C)n2ncnc2n1	22.1%
COc1ccc2c(C)c(CCC(=O)NCc3ccc(S(=O)(=O)N(C)C)cc3)c(=O)oc2c1	?
Cc1noc([C@@H]2CC(F)(F)CN2C(=O)c2cc(C)[nH]n2)n1	12.1%
Fc1ccc(SCc2ccnc(Cl)c2)cc1	16.4%
COc1cccc(NC(=O)[C@@H]2C[C@@H](c3cccc(C(F)(F)F)c3)N(CC3CCOCC3)C2)c1	-13.1%
COc1cccc(C(=O)Nc2ccc3nc(N4CCC(C)CC4)cc(C)c3c2)c1	?
c1ccc(N2CCN(c3nc(-c4cccnc4)nc4ccccc34)CC2)cc1	12.3%
O=C(NC1CCN(c2cc(-c3ccccc3)[nH]n2)CC1)c1cccc(F)c1	-6.7%
F[C@@H]1CN(Cc2nccs2)C[C@@H]1OCc1nc2ccncc2[nH]1	-16.6%[86.2 µM]
Cc1cccc(CC(=O)Nc2cccc(-c3nc4cccnc4s3)c2)c1	?
O=C(c1ccccc1Cl)N(Cc1ccco1)c1ccccn1	-19.6%
Cc1cc(C(=O)NCC(C)C)c2c(C3CCNCC3)noc2n1	1.8%[149 µM]
O=C(Nc1nnc(S(=O)(=O)N2CCc3ccccc32)s1)c1cccc(Cl)c1	-17.6%

Records listed above printed as active in KDM5B inhibitor:
SMILES	KDM5B inhibitor
CC(C)Nc1ncc(C(=O)NC2CCCN(CCc3ccccc3)C2)cn1 (stereo not drawn)	25.1µM*
C1=C(c2nc(-c3ccc(N4CCOCC4)cc3)cc3c2ccn3Cc2cccnc2)CCOC1	28.2µM*
COCCN1CCC2(C1)CN(C)c1ccc(C(=O)Nc3ccccc3)cc12 (stereo not drawn)	25.1µM*

Screening data as filed in PubChem BioAssay.

Some of the compounds tested; rates above refer to the full screens.
